# ABHD5-PLIN5 inh = inhibitors of human ABHD5-perilipin-5 interaction. Q00G26+Q8WTS1. Split G. princeps luciferase complementation, luminescence, 4 h. inhibition, % at 4 µM. actives 0.78% (n = 360,000). AID 602281;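 active = inhibition above the mean inhibition across every tested compound plus 3 SD, cut at about 22% in these data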;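 note: 0% = DMSO only wells and the 100% control is not disclosed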
# MC4R antag cAMP = human MC4R antagonism in cAMP assay; P32245; MC4R-expressing cells, MTII-stimulated cAMP, LANCE TR-FRET; inhibition, % at 6.5 µM; actives 0.48% (n = 360,000);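 active = inhibition above its plate's cutoff, the mean of tested wells on that plate plus 3 SD, cut at about 29% in these data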;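 note: 0% = Melanotan II alone and 100% = Melanotan II plus saturating MCL0020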
#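 Material – human MC4R-expressing U2OS cells · Repeats – no replicates · Detection – TR-FRET with Eu-cAMP and labeled anti-cAMP, 671 nm · Times – compound 30 min, challenge 1 h, detection 1 h · Compound – single nominal compound dose of 6.5 µM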
# MC4R ag barr = activates human MC4R beta-arrestin recruitment. P32245. U2OS MC4R beta-arrestin complementation, luminescence; percent of melanotan II response, DMSO zero. activation, % at 8.9 µM. actives 0.98% (n = 360,000). AID 540308;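 active = activation above a per-plate cutoff, the mean activation of sample wells on that plate plus 3 SD, cut at about 8% in these data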
# TLR9-MyD88 block = blocks human TLR9 binding to MyD88. actives 0.21% (n = 340,000). CHO BLA complementation TLR9-MyD88, CCF4 FRET ratio. Q9NR96+Q99836. inhibition, % at 4.98 µM. AID 504734;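 active = inhibition above the mean over all tested compounds plus 3 SD, cut at about 21% in these data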;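 note: 0% = DMSO only wells and 100% = clavulanate BLA inhibitor control wells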
# SRC2 inh = human SRC2 (NCOA2) inhibition; HEK293 GAL4-SRC2 luciferase reporter, luminescence; inhibition, % at 9 µM; actives 0.17% (n = 370,000); AID 651957;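 active = inhibition above the mean inhibition of all tested compounds plus 3 SD, set per campaign, cut at about 52% in these data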;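 note: 0% = DMSO treated cells and 100% = cells given Gossypol at 36 µM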
# Glyco luc inh = blocks N-linked glycosylation in D54 reporter cells; AID 588692; actives 0.23% (n = 360,000); reporter increase, % at 12.5 µM; D54 ERlucT glycosylation luciferase reporter, 24 h; percent of 100 nM tunicamycin response;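 active = mean luciferase reporter signal, scaled so untreated is 0 and the glycosylation-blocking control 100, at or above a set limit in every replicate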;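 note: luciferase carries N-glycosylation sites so blocking glycosylation raises the light; 0% = median of neutral control wells and 100% = median of 100 nM tunicamycin wells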
# HTR2A ag = agonists of mouse serotonin 5-HT2A receptor (HTR2A). P35363. CHO-K1 mHTR2A beta-arrestin complementation, luminescence; percent of 30 µM serotonin response. activation, % at 7.6 µM. actives 0.66% (n = 360,000). AID 624169;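 active = activation above a run cutoff, the mean activation of all tested compounds plus 3 SD, cut at about 14% in these data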;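 note: 0% = plate median of compound wells and 100% = 30 µM serotonin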
# Cardio protect = myocardial damage modulation in H9c2 cells; H9c2 cardiomyocytes, H2O2 injury protection, ATPLite, 2 h; protection from H2O2 cell death, % at 20 µM; actives 0.63% (n = 360,000);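 active = compounds giving at least 50% protection of heart cells from peroxide-induced death in the single-dose screen, raw or plate-pattern-corrected value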;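 note: 0% = DMSO wells with peroxide and 100% = DMSO wells without peroxide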
# ABCB6 inh MLPCN = human ABCB6 transporter inhibition | Q9NP58 | K562-ABCB6 porphyrin accumulation, flow cytometry, 1 h; stronger effect = lower value | fluorescence ratio to DMSO, % at 10 µM | actives 0.19% (n = 360,000) | AID 602162;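 active = fluorescence ratio to DMSO below 75%, the collection mean minus 3 SD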;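 note: signal is porphyrin accumulated inside mitochondria; 100% equals median channel fluorescence of DMSO control wells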
# Target sequence (Q9NP58 whole entry, looked up): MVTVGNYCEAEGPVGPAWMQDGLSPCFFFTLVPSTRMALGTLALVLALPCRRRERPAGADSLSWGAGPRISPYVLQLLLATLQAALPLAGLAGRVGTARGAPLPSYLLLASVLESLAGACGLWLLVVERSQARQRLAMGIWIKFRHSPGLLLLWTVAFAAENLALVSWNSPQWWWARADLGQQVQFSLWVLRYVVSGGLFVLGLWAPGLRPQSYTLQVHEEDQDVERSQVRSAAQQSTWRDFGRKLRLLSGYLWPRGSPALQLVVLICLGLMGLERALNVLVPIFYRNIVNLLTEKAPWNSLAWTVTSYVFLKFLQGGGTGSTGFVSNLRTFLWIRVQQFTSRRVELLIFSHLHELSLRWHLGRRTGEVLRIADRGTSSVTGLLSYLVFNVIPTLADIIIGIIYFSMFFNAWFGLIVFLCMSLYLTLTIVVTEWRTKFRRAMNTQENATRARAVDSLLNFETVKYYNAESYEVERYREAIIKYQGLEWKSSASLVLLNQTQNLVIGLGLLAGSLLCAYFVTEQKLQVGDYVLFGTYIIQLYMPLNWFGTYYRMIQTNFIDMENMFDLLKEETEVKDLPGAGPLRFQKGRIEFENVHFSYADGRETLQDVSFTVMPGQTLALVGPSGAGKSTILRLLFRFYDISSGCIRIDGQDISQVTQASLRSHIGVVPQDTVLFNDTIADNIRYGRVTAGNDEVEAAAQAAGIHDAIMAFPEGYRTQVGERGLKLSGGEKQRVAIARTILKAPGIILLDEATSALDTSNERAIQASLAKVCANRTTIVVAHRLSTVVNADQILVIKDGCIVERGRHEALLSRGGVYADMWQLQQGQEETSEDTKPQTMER
# NOD2 RIPK2 PPI = inhibitors of human NOD2-RIPK2 interaction; O43353; CHO BLA complementation NOD2-RIPK2, CCF4 ratio; inhibition, % at 4.98 µM; actives 0.38% (n = 360,000); in the data active = inhibition above about 21%;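 note: 0% = vehicle only and 100% = reference blocker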
# Active calls of the source: *; i = inactive; . = not tested or not shown. Not all compounds are listed; rates above refer to the full screens.
structure,MC4R antag cAMP,HTR2A ag,ABHD5-PLIN5 inh,SRC2 inh,Glyco luc inh,NOD2 RIPK2 PPI,MC4R ag barr,ABCB6 inh MLPCN,Cardio protect,TLR9-MyD88 block
CC(CN1CCOCC1)OC(=O)c1cccc(Cl)c1 (configuration not stated),2.5,-1.0,10.4,-2.1,0.5,6.8,-1.6,99.0,-6.7,-5.3
CCOc1ccc(N(CC(=O)Nc2ccc(C)cc2)S(C)(=O)=O)cc1,0.8,-3.3,2.7,-74.4,2.0,-13.8,0.5,100.0,0.1,-6.5
c1ccc2c(c1)ncn2Cc1nnc2sc(-c3ccc4c(c3)OCO4)nn12,2.5,4.9,-0.2,-43.8,0.5,-17.0,-1.0,97.0,1.9,9.1
COc1ccccc1S(=O)(=O)N1CCNC(=O)C1,-2.2,-2.2,-6.6,-14.3,-0.1,-1.0,-1.6,97.0,-1.6,-0.5
O=S(=O)(NCC(Nc1ccc(Cl)cc1)c1ccccc1)c1ccc(Cl)cc1 (configuration not stated),11.0,0.0,-14.1,-5.1,-2.5,-6.1,7.7,93.0,-15.0,3.5
CCCNC(=O)CN1C(=O)NC2(CCCc3cc(OC)ccc32)C1=O (configuration not stated),7.7,3.1,-2.4,-12.5,0.5,0.5,-0.3,96.0,-3.4,2.9
COc1ccc(C(=O)Nc2ccc(NC(=O)C3CCCCC3)nc2)cc1,8.4,4.1,-3.4,-2.0,-2.6,2.7,-0.6,97.0,-5.6,8.7
COC(=O)c1cc(OC)c(OC)cc1N1C(=O)CC(C)(C)CC1=O,6.4,1.8,-1.9,.,-0.2,-6.6,-0.4,95.0,-9.3,7.1
COC(=O)[C@@H](Cc1ccccc1)NC(=O)NCCc1c[nH]c2ccccc12,11.9,-2.4,-5.3,-19.5,-1.5,-3.7,-2.7,88.0,-15.5,-3.2
CCC1CCC/C1=N\NC(=O)c1ccc(Cl)cc1 (configuration not stated),16.8,-10.0,-5.8,-32.7,0.3,1.7,-0.7,100.0,0.7,-0.5
CC(CCc1ccc(O)cc1)NC1C2CC3CC(C2)CC1C3 (configuration not stated),7.8,-0.4,4.3,-27.5,0.9,0.5,-1.1,102.0,0.2,0.6
Cc1nc2nc[nH]n2c(=O)c1C/C=C/c1ccccc1,16.9,4.5,3.0,4.4,0.2,1.8,-2.1,99.0,7.2,-8.8
CC1CCN(C(=O)c2[nH]cnc2C(=O)N2CCN(C(=O)OC(C)(C)C)CC2)CC1,-2.9,-5.5,4.4,-30.4,1.3,-4.0,-0.5,96.0,4.0,-7.3
Cc1ccc(S(=O)(=O)N2CCN(C(=O)CSc3nnnn3C)CC2)c(C)c1,13.2,-1.0,-4.6,30.5,0.1,1.1,-1.5,98.0,-7.4,-5.2
COCCn1c(-c2ccc(F)cc2)nc2oc3cc(OC)ccc3c(=O)c2c1=O,6.8,0.8,8.5,-103.6,0.1,2.6,-2.6,101.0,0.8,-6.1
COc1ccc(NC(=S)NCCCN2CCN(C3CCCCC3)CC2)cc1,8.5,-1.2,6.3,-8.7,-3.0,0.2,-0.9,99.0,1.4,2.5
CN(C(=O)c1ccc(NC(=O)Cc2ccc(NC(=O)C3CCN(C(=O)c4ccccc4)CC3)cc2)cc1)C1CC1,0.6,4.9,3.7,-40.1,-1.0,-0.7,-0.7,100.0,-0.3,-6.9
Cc1nnc(NC(=O)CSc2nnc(CNC(=O)C34CC5CC(CC(C5)C3)C4)n2C2CCCCC2)s1,3.3,1.7,-0.3,-12.7,1.4,-105.3,-1.6,90.0,7.7,0.5
O=C(N/N=C/c1ccc(O)cc1)c1cccc(C(F)(F)F)c1,0.3,-2.9,-6.5,-5.5,-1.0,-2.5,-0.7,93.0,27.3,7.9
CCCCN1/C(=C/c2ccc3ccccc3[n+]2CC)Sc2ccccc21,-13.7,1.7,9.0,.,13.6,-6.1,-0.3,i,-23.4,.
Cc1ccccc1NS(=O)(=O)c1ccc(C(=O)N2CCCC2)cc1,7.0,7.3,-4.5,-19.9,-0.3,1.1,-0.2,97.0,-0.3,-0.1
CCC(CC)NC(=O)COn1nnc2ccc(S(=O)(=O)N3CCOCC3)cc21,6.7,1.7,-1.9,-13.0,3.0,1.5,-3.0,104.0,-0.2,-12.0
CCc1ccccc1NC(=O)/C(=C/c1ccco1)c1ccccc1,6.9,1.4,-0.6,2.0,-0.2,0.1,1.9,97.0,1.6,-1.6
CC(C)OP(=O)(OC(C)C)C(NC(=O)c1ccccc1)C(N)=O (configuration not stated),-4.5,-3.0,-17.8,1.5,0.3,4.3,-1.3,97.0,4.8,-6.7
COc1ccc(NC(=O)COC(=O)C2CC(=O)N(c3ccc(C)cc3)C2)cc1 (configuration not stated),41.5*,3.3,-0.8,-8.0,1.8,3.4,1.5,96.0,6.4,-14.3
CC(C)(C)C(=O)c1cnc(Nc2ccccc2Cl)s1,-0.6,-4.3,-16.1,-49.5,-10.9,2.8,-0.5,95.0,-17.1,6.0
CCN(CC)CCNC(=O)/C(=C/c1cn(CC)c2ccccc12)NC(=O)c1cc(OC)c(OC)c(OC)c1,-5.3,-7.6,-1.1,13.1,1.0,0.0,-0.4,114.0,1.8,3.8
COCCCNc1oc(-c2ccccc2OC)nc1C#N,2.1,0.5,9.4,4.7,0.7,-7.1,2.0,97.0,-2.0,2.5
CCCCN1C(=O)/C(=C/C=C2\Oc3ccccc3N2CC)SC1=S,-1.0,7.0,5.3,3.9,-3.9,-1.5,-2.2,i,-9.0,6.5
O=C(NCCCn1ccnc1)c1cc(Br)c(Br)s1,-5.5,-9.0,4.0,20.2,-1.4,-4.9,-1.3,101.0,1.4,-7.4
Cc1ccc(S(=O)(=O)N(CC(=O)N/N=C/c2ccccc2C(=O)O)c2cc(Cl)cc(Cl)c2)cc1,0.8,2.2,-7.4,-6.6,0.0,-2.0,-1.6,100.0,-7.0,4.6
COc1ccc2oc(C(=O)OCC(=O)NC(=O)c3ccccc3)c(C)c2c1,3.4,-0.4,4.8,-20.2,0.6,-1.9,-0.1,97.0,-4.1,12.8
CCC(=O)Nc1cccc(-c2nc3ccc(C)cc3o2)c1,3.8,1.5,4.9,-26.6,-4.0,2.5,0.0,100.0,-9.6,2.2
COC(=O)c1ccc(OC(=O)C23CCC(C)(C(=O)O2)C3(C)C)cc1 (configuration not stated),14.8,4.7,0.4,-3.6,0.0,2.1,-0.5,101.0,4.1,-5.2
CCCN(CCC)CCCNC(=O)CCNS(=O)(=O)c1ccc(Br)cc1,2.3,1.1,4.2,-3.1,-1.1,-6.8,-2.0,100.0,-7.6,-17.6
Cc1c(C)c2cc3c4c(oc3c(C)c2oc1=O)CCCC4,-4.8,10.9,-3.1,1.6,-2.6,6.5,2.0,103.0,-3.2,-0.9
Oc1ccccc1-c1cc(-c2ccc(Cl)cc2)n[nH]1,-3.4,13.1,-10.1,-96.8,-13.1,-6.8,4.1,90.0,-13.2,6.3
Cc1cnc(SCc2cnc(C)nc2N)nc1,-1.7,-1.0,-4.2,-24.3,0.3,2.1,-2.7,100.0,-3.4,7.0
O=C(CCCCCn1c(=S)[nH]c2ccc(N3CCOCC3)cc2c1=O)NCc1ccc(Cl)cc1,13.4,1.0,-5.4,-11.8,1.8,6.8,10.4*,99.0,-3.3,1.0
Cc1cccc(C(C)C)c1NC(=O)COC(=O)CCN1C(=O)C2CC=CCC2C1=O (configuration not stated),14.1,-0.2,2.8,-8.2,0.4,-3.4,3.1,106.0,10.2,-15.7
Cc1n[nH]c(C)c1N=Nc1ccc(Br)cc1,-6.7,-2.1,10.2,-27.0,0.5,-6.8,-1.7,101.0,-7.9,8.5
Cc1ccc(Cn2ncc3c(N4CCN(c5ccccc5C)CC4)ncnc32)cc1,15.3,-1.6,-8.6,7.0,-9.0,-10.2,-1.1,99.0,-10.7,-5.6
c1cncc(C(c2nnnn2C2CCCC2)N2CCCC2)c1 (configuration not stated),-0.5,3.9,-1.8,12.9,3.7,3.7,-0.4,100.0,5.9,3.1
CC(C)Cc1nc(N2CCOCC2)c(C#N)c2c1CCC2,8.8,3.6,-2.0,8.9,-3.8,-6.2,4.1,89.0,-6.2,-10.2
CCOC(=O)c1c(CN2CCOCC2)n(-c2ccccc2)c2cc(Br)c(O)cc12,12.4,2.2,-6.4,1.4,-1.9,-5.6,0.5,90.0,-15.0,0.5
O=C(Nc1ccn(CCCNCCN2CCOCC2)c(=O)n1)OCc1ccccc1,1.9,-0.3,6.2,-12.5,1.8,6.7,0.1,100.0,-1.9,12.6
CCOc1ccc(C(=O)NCCNC(=O)c2ccc(OCC)cc2)cc1,12.2,13.3,-7.5,7.9,-1.4,3.6,0.0,98.0,3.8,-8.3
Fc1ccc(CCNC(=S)Nc2ccc(F)cc2)cc1,-4.8,-4.3,-2.5,-12.3,-2.0,-9.7,-1.1,84.0,-2.9,-1.9
NS(=O)(=O)c1ccc(Nc2nc3ccccc3nc2NS(=O)(=O)c2cccc([N+](=O)[O-])c2)cc1,-2.1,2.6,7.0,-2.0,0.6,2.5,-4.6,104.0,-3.3,0.0
Cc1ccccc1-c1noc(CCC(=O)NCc2ccco2)n1,0.2,-0.9,6.4,-7.8,0.7,-7.6,-0.7,96.0,-1.6,6.1
COc1ccc(Cc2nnc(SCC(=O)c3ccc(OC)cc3)o2)cc1,11.1,3.6,8.1,-19.3,-1.5,2.5,5.5,99.0,-10.5,1.1
CS(=O)(=O)Nc1ccccc1C(=O)OCC(=O)NC1CC1,3.6,-3.5,-10.6,-7.9,-2.3,-3.5,-2.5,95.0,-2.4,5.0
CCn1nnnc1NC(=O)c1ccc2ccccc2c1,9.7,4.6,-0.4,-28.2,0.0,-10.6,-2.3,101.0,1.4,-2.2
O=C(NC1CCCC1)C(c1ccc(F)cc1)N(Cc1ccc(Cl)cc1)C(=O)CCl (configuration not stated),6.1,-1.0,0.0,-16.6,2.4,0.5,-2.6,90.0,-7.4,-0.2
Cc1noc(C)c1S(=O)(=O)N(C)C[C@@H]1OCc2cn(nn2)CCCC(=O)N([C@@H](C)CO)C[C@H]1C,18.5,-1.8,-5.6,8.6,0.4,-12.3,0.7,102.0,5.3,-3.0
O=C(CSc1nnc(-c2ccc(S(=O)(=O)N3CCCC3)cc2)n1CC1CCCO1)NC1CC1 (configuration not stated),0.6,7.9,-0.9,-30.2,0.6,1.8,-2.3,91.0,4.2,-5.0

# Source: PubChem
